# Ba/F3 V617F tox = reduced viability of JAK2V617F-dependent Ba/F3 cells, primary screen, JAK2V617F inhibitor project, cell-based, Ba/F3 EpoR-JAK2V617F, luminescence; ATP luminescence; inhibition, % at 5.6 µM; hit rate 1.1% among 220,000; AID 1446, 2008;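 active = inhibition above the campaign mean plus 3 SD over all tested compounds, cut at about 24% in these data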;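 note: cytokine-independent growth of Ba/F3 cells driven by EpoR plus mutant JAK2; 0% = DMSO-treated cells and 100% = JAK inhibitor I control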
# EP2 modulator = EP2 receptor modulators, cAMP readout, primary screen, cell-based, HTRF cAMP, PGE2 stimulation. Prostaglandin E2 receptor EP2 subtype (Homo sapiens), P43116. EP2-expressing cells, cAMP HTRF FRET, PGE2 co-stimulation. induction, % at 25 µM. hit rate 0.83% among 260,000. AID 940, 2007;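 active = compounds whose cAMP rise, as percent of the full-agonist control response, exceeds 60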;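 note: rat C6 glioma line stably carrying human EP2 under a CMV promoter; the protocol text gives 20 µM as final concentration; 100% = response of wells given 1 µM PGE2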
# Calpain2 inh = inhibitors of pig calpain II, primary screen, biochemical, fluorogenic peptide substrate, 1536-well | purified calpain II, 30 min | inhibition, % at 16 µM | hit rate 0.37% among 220,000 | AID 1236, 2008;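 active = inhibition above about 50%, limit read from the data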
# S1P4 agonist = S1P4 receptor agonists, primary screen, cell-based; S1P4-expressing cell line, agonist reporter assay; activation, % at 4.98 µM; hit rate 0.35% among 220,000; AID 1509, 2009; in the data active = activation above about 11%;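 note: 0% = DMSO vehicle and 100% = reference agonist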
# BaF3 tox = parental Ba/F3 cell viability inhibition, counter-screen for JAK2V617F inhibitor project, murine pro-B, CellTiter-Glo luminescence. inhibition, % at 5.6 µM. hit rate 1.1% among 220,000. CellTiter-Glo ATP luminescence;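 active = inhibition above a per-campaign cutoff, the mean inhibition of all tested compounds plus 3 SD, cut at about 27% in these data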;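 note: 0% = DMSO wells and 100% = JAK Inhibitor I control wells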
# PERK inhibitor = block of dimerizer-induced PERK translation repression, primary screen, PERK inhibitor project, CHO PERK-DD cells, SEAP luminescence, HTS; CHO PERK-DD fusion, SEAP luminescence translation reporter; hit rate 0.17% among 220,000; AID 1416, 2008; Eukaryotic translation initiation factor 2-alpha kinase 3 (Homo sapiens), Q9NZJ5; inhibition, % at 5.6 µM;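 active = inhibition above the mean inhibition of all tested compounds plus 3 SD, set separately per screening campaign, cut at about 2.9% in these data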;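 note: PERK kinase domain activated by AP20187 dimerizer at 100 nM; 0% = DMSO with dimerizer and 100% = rapamycin at 8.4 µM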
# Target sequence (Q9NZJ5 whole entry, looked up, the tested form may be a part): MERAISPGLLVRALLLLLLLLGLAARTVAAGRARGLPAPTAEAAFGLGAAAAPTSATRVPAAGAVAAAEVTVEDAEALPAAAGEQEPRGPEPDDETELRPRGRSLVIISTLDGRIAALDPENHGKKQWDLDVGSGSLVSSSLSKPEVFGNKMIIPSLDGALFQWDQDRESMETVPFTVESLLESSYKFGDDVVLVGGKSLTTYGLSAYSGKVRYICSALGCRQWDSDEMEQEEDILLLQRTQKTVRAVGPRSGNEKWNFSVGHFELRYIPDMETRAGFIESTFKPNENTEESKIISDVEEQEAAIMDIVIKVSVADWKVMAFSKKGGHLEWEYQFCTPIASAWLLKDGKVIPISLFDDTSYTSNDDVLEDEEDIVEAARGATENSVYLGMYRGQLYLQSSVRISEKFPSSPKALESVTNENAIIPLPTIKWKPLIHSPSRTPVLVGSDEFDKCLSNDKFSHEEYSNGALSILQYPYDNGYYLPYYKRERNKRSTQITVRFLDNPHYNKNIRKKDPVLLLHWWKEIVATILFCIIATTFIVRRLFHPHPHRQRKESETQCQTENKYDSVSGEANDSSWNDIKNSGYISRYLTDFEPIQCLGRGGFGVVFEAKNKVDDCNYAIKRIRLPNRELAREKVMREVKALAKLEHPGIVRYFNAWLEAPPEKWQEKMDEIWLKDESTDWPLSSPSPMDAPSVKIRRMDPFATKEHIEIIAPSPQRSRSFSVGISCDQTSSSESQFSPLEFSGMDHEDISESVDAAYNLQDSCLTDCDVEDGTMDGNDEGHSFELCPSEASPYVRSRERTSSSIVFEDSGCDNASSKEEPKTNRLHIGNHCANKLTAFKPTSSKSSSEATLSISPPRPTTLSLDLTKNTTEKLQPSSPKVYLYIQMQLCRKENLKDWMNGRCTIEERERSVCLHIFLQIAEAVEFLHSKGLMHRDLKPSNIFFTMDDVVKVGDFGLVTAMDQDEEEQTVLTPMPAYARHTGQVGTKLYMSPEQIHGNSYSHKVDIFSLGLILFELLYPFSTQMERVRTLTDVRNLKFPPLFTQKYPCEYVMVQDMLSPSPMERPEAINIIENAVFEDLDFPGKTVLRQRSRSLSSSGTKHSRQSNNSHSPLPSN
# TRPN1 ag = zebrafish TRPN1 channel agonists, primary screen, cell-based, HEK293, calcium fluorescence. transient receptor potential cation channel N1 (TRPN1/NompC), Danio rerio. HEK293 zebrafish TRPN1-YFP, Fluo-8 calcium fluorescence; 100% = response to 87 µM carbachol. hit rate 0.18% among 220,000. AID 1424, 2008. activation, % at 3 µM;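 active = activation above its plate's cutoff, the mean activation of test wells on that plate plus 3 SD, cut at about 19% in these data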;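 note: 0% = DMSO alone and 100% = 87 µM carbachol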
#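 Control set: carbachol 87 µM as high control, DMSO as low control; system: HEK293 stable line with zebrafish TRPN1-YFP; read-out: % activation versus carbachol response; detection: intracellular calcium fluorescence with Fluo-8; doses: single test compound dose, 3 µM nominal, 0.3% DMSO; schedule: dye 1 h 37 °C plus 30 min RT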
# S1P4 antagonist = S1P4 receptor antagonists, primary screen, cell-based; inhibition, % at 4.98 µM; hit rate 0.26% among 220,000; S1P4-expressing cells, antagonist mode, reporter read-out; in the data active = inhibition above about 29%;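 note: 0% = wells stimulated with agonist and 100% = vehicle wells without agonist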
# TRPML3 ag = human TRPML3 channel agonists, primary screen, cell-based, HEK293 TRPML3-YFP, Fluo-8 calcium fluorescence, 3 µM; activation, % at 3 µM; hit rate 0.29% among 220,000; 100% = the carbachol control signal;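 active = activation above its plate's cutoff, the mean activation of the plate's test wells plus 3 SD, cut at about 12% in these data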;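 note: 0% = DMSO only wells and 100% = carbachol wells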
#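 Material: HEK293 cells stably carrying human TRPML3-YFP; compound dosing: single dose, 3 µM final nominal compound, 0.3% DMSO final; incubation: 1-h 37 °C dye load, 5-s basal, 120-s post-compound reads; technique: Fluo-8 intracellular calcium fluorescence, excitation 470-495 nm, emission 515-575 nm; read-out basis: percent activation from peak-to-basal fluorescence ratio, scaled between DMSO and carbachol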
# Numbers without * were called inactive; · = no result given; & = joins results of further samples.
SMILES,Ba/F3 V617F tox,EP2 modulator,Calpain2 inh,S1P4 agonist,BaF3 tox,PERK inhibitor,TRPN1 ag,S1P4 antagonist,TRPML3 ag
CC1CCC(C(C)C)C(OCC(O)CNC(C)c2ccccc2)C1 (stereo not given),2,0,15,-0.7,1,-1.2,-1.2,-6,0.1
COc1ccc(N/C=C\C(=O)c2ccc(Br)cc2)cc1OC,2,-6,20,1.1,5,-0.2,1.0,-31,0.7
COc1ccccc1N1CC(O)=C(c2nc3ccccc3c(=O)[nH]2)C1=N,-1,-6&-78,-236,-0.1,5,-0.2,0.2,-19,0.5
CCOC(=O)c1cc(C(=O)c2ccccc2O)cn2c(=O)c3c(C)c(C)sc3nc12,1,19,-34,-1.1,7,0.0,0.6,-3,0.4
Cc1cc2c(c(=O)o1)C1(C(=O)N(CC(=O)O)c3ccccc31)C(C#N)=C(N)O2 (stereo not given),-2,22,-1,1.6,-2,0.6,2.1,-4,1.2
O=C(COc1ncnc2cc(Cl)ccc12)c1ccc2c(c1)OCCO2,4,-57,28,-1.0,-3,-0.4,-1.3,-6,1.1
O=c1[nH]c(-c2ccc3c(c2)OCO3)nc2c1sc(=S)n2-c1ccccc1,-3,-38,-14,-0.9,0,0.6,-0.4,5,0.8
O=C1c2ccccc2C(=O)N1c1cccc2cccnc12,3,4,4,0.5,10,1.1,0.6,-2,0.6
O=C(N/N=C/c1ccco1)C1CC1,-2,24,7,0.4,8,1.3,-0.7,-13,1.1
CCOc1cc(/C=N/NC(=O)c2ccncc2)ccc1OS(C)(=O)=O,1,-5,106*,-0.9,5,-0.1,1.4,2,0.6
COc1ccc(CC(=O)NC(=S)Nc2ccc(S(=O)(=O)NC(C)(C)C)cc2)cc1,1,-7,-3,0.0,3,-0.4,13,-11,6.5
Oc1ccc(-c2onc(C(F)(F)F)c2-c2cscn2)c(O)c1,9,22,-23,-1.2,5,-1.1,1.6,-14,1.1
Cc1ccc(CN2CCN(Cc3nc(C(C)C)cs3)CC2CCO)cc1 (stereo not given),-2,-57,36,-0.2,1,1.2,1.6,-13,1.4
CCOC(=O)N1CCC(NC(=O)CCC(=O)N2CC(C)Oc3ccccc32)CC1 (stereo not given),0,4,-7,2.6,1,1.7,0.9,9,0.2
COCCN(CCOC)S(=O)(=O)c1ccc(C(=O)NCCCN2CCOCC2)cc1,-1,15,-34,-0.5,6,0.9,2.9,-16,1.3
CC(O)CNc1ccc(-c2nn(C)c(=O)c3ccccc23)cc1[N+](=O)[O-] (stereo not given),6,0,-12,-2.9,12,0.1,-0.9,-19,0.1
Cn1c(SCC(=O)Nc2cccc(Br)c2)nnc1-c1cc2ccccc2o1,-2,27,8,-1.1,2,1.2,-0.9,-2,0.2
CCCc1nc2sc3c(SCC(=O)NCc4ccco4)ncnc3c2c2c1CCC2,-2,36,-108,-0.2,8,0.3,-0.4,-10,-0.2
O=C(c1ccc(S(=O)(=O)N2CCCC2)cc1)N(Cc1ccco1)C1CCS(=O)(=O)C1 (stereo not given),-3,1,-4,1.0,-6,0.9,1.1,-4,1.1
Cc1cc(NC(=O)c2ccc(N(C)S(=O)(=O)c3ccccc3)cc2)no1,-1,5,10,0.6,2,-0.4,3.5,-22,3.2
COc1cccc(NC(=O)CCC(=O)NCc2ccco2)c1,0,-7,8,-1.4,3,1.2,0.2,-20,0.9
CC1CC(C)CN(CC(=O)Nc2ccc3c(c2)OCCO3)C1 (stereo not given),1,-36,17,1.7,2,0.1,0.0,-1,0.8
O=S(=O)(c1cc(-c2nc3ccccc3s2)ccc1Cl)N1CCOCC1,-4,-16,21,-2.2,2,1.1,2.9,6,1.0
O=C(CN1CCc2[nH]c3ccccc3c2C1)N1CCCCC1,-4,0,-159,-0.6,-1,0.4,1.1,-8,-0.3
NS(=O)(=O)c1ccc(CCNC(=O)c2ccc(Cn3c(=O)[nH]c4ccccc4c3=O)cc2)cc1,2,-3,24,-0.5,5,-0.5,1.3,-9,-0.5
Cc1cccc(-c2nc(C)cc(=O)[nH]2)c1,1,14,-10,0.8,0,-0.2,0.4,-1,0.9
O=C(CSc1nnc(-c2ccoc2)o1)N1CCOCC1,0,-1,-14,-0.2,4,1.2,1.5,4,0.3
[N-]=[N+]=CC(=O)CC(c1ccccc1)N1C(=O)c2ccccc2C1=O (stereo not given),-4,9,14,-3.0,3,1.0,0.8,4,0.6
N#CC1(c2ccccc2)CCC(=O)N1c1ccccc1 (stereo not given),0,1,-17,1.2,-1,2.4,1.0,4,0.4
CCOC(=O)CC1(C)SC(NC(C)=O)=NN1C(C)=O (stereo not given),2,10,-17,-0.4,-1,0.5,0.3,4,0.5
CC1(C)C(C=C(Cl)Cl)C1C(=O)N1CCN(c2ccccc2)CC1 (stereo not given),1,41,-1,1.6,5,-0.8,-0.9,16,-0.8
Cc1ccc(-c2csc(NC(=O)CSc3nc(C)cc(=O)[nH]3)n2)cc1,1,29,-85,1.1,3,0.3,0.2,-16,-0.7
Cc1nn(Cc2cccc(C(=O)O)c2)c(C)c1[N+](=O)[O-],-1,2,11,2.0,2,0.2,0.9,-2,0.8
CCCCn1c(SCC(=O)Nc2ccc3c(c2)OCO3)nc2c1c(=O)n(C)c(=O)n2C,3,-4,13,0.7,12,-0.6,1.1,0,-0.2
CCCc1[nH]n(-c2ccc([N+](=O)[O-])cc2)c(=O)c1C=NCCN1CCNCC1,-1,-70,-26,0.1,3,0.4,-0.3,1,-0.2
CCCCC(CCC(=O)NNC(=O)Cc1ccccc1)C(=O)O (stereo not given),3,27,18,-0.6,6,0.1,0.4,-17,-0.1
O=C(NS(=O)(=O)c1ccccc1)c1ccccc1F,-1,-1,10,-0.1,1,0.2,0.6,-19,0.9
O=C(NCc1cccnc1)c1ccccc1Br,0,18,-46,0.8,8,1.1,-0.8,-8,0.7
Cc1ccc(C(=O)NCC(=O)OCC(=O)NCC(F)(F)F)cc1,-5,38,-6,1.6,4,-0.4,0.1,-6,0.8
CCN1C(=O)/C(=C\c2cccn2-c2ccc([N+](=O)[O-])cc2)N(CC)C1=S,-5,24,10,-1.0,0,0.9,-0.8,-8,1.2
Cn1ccnc1SCC(=O)Nc1cccc(O)c1,0,13,-43,0.6,3,-0.3,-0.5,-9,-0.2
COCC(=O)N1CCC(n2nnc3cc(F)ccc32)CC1,0,-38&4,-8,-0.4,2,0.7,0.4,5,-0.1
Cc1cccc(C)c1N(CC(=O)NN=C1CCCCCC1)S(C)(=O)=O,-3,-9,-28,1.6,1,-0.3,-0.3,-8,0.5
COC(=O)c1ccc(NC(=O)CSc2nnc(COc3ccccc3)n2C)cc1,-3,-5,-19,-1.0,-2,0.0,-0.1,-7,0.3
CCSC1=NSC2=NC(=O)/C(=C\c3coc4ccccc4c3=O)C(=N)N12,2,-38,-80,-0.2,7,0.7,25*,-10,15*
Cc1nnc(SC(C)C(=O)Nc2ccc(S(=O)(=O)NC3CCCCC3)cc2)s1 (stereo not given),2,-25,-5,2.4,3,-1.8,4.4,-17,3.0
CCn1c(SCC(=O)N/N=C(\C)c2ccco2)nnc1-c1ccccc1,-2,10,15,-0.2,3,-0.3,0.5,8,0.8
CC(=O)N1CCc2cc(S(=O)(=O)CCC(=O)O)ccc21,-1,19,-3,1.1,5,1.0,2.1,-5,0.9
CCOc1ccccc1C(=O)N[C@H](C(=O)OCc1cc([N+](=O)[O-])cc2c1OCOC2)C(C)C,0,4,16,0.2,0,-1.1,-0.6,-10,-0.4
Cc1cc(C)c(NC(=O)CN2CCC(NC(=O)NC3CCCCC3)CC2)c(C)c1,-2,24,-26,1.0,2,0.4,0.7,-7,-0.4
Cc1cc(C(=O)Cn2nc(C(=O)O)c3ccccc3c2=O)c(C)n1-c1ccc(OC(F)F)cc1,6,-28,-188,-0.2,1,0.1,-0.2,-14,-0.1
CC1Cc2cc(/C(O)=C3\C(=O)C(=O)N(CCN(C)C)C3c3ccccc3F)ccc2O1 (stereo not given),0,29,17,1.3,2,0.3,-0.2,-16,0.8
O=C(COC(=O)c1cncc(Br)c1)NC1CC1,-5,-7,-6,-4.9,2,-0.2,0.4,-5,1.0
CCOC(=O)C/C(C)=N/NC(=O)CNc1cccc(Cl)c1C,9,4,-13,2.9,7,-0.1,1.5,-7,0.2
CC1C/C(=C/c2cccs2)C(=O)/C(=C/c2cccs2)C1 (stereo not given),-4,55,24,0.8,1,0.2,0.8,-3,0.9
CCNC(=O)CSc1nc(-c2ccc(F)cc2)cs1,1,3,9,-1.1,5,0.4,0.7,4,-0.4
Cc1ccccc1C(=O)N=c1c(C#N)cc2c(=O)n3cccc(C)c3nc2n1Cc1ccco1,-1,0,-238,3.6,4,-0.1,0.3,-18,1.5
COc1ccccc1CNS(=O)(=O)c1ccc(C)cc1,-1,28,4,-5.2,4,0.2,-0.3,3,0.0
COc1cc(C2C3C(=O)N(Cc4ccccc4)C(=O)C3ON2c2ccccc2)cc(OC)c1O (stereo not given),-2,-33,-11,-0.4,-1,-0.7,0.9,1,0.6
O=C(NCc1cccc(Cl)c1)c1ccc2c(c1)SC1=NS(=O)(=O)CCN12,4,10,50,-1.3,3,0.5,1.0,9,-0.1

# Next part (3 carried over from the part before).
SMILES,Ba/F3 V617F tox,EP2 modulator,Calpain2 inh,S1P4 agonist,BaF3 tox,PERK inhibitor,TRPN1 ag,S1P4 antagonist,TRPML3 ag
COc1ccccc1CNS(=O)(=O)c1ccc(C)cc1,-1,28,4,-5.2,4,0.2,-0.3,3,0.0
COc1cc(C2C3C(=O)N(Cc4ccccc4)C(=O)C3ON2c2ccccc2)cc(OC)c1O (stereo not given),-2,-33,-11,-0.4,-1,-0.7,0.9,1,0.6
O=C(NCc1cccc(Cl)c1)c1ccc2c(c1)SC1=NS(=O)(=O)CCN12,4,10,50,-1.3,3,0.5,1.0,9,-0.1
NC(=O)/C(=C/c1cccnc1)NC(=O)c1ccccc1,1,-9,-17,1.1,-2,1.8,-0.3,-3,1.0
COc1nc(Cl)cn(-c2ccc(Cl)cc2)c1=O,2,18,13,-0.4,7,0.7,-0.6,-11,0.5
O=C(NCCCN1CCOCC1)c1cc2cc(Cl)cc(Cl)c2oc1=O,-3,·,·,-3.2,1,1.3,0.1,-20,0.9
CNC(=O)NC(=O)COc1c(F)c(F)cc(F)c1F,2,-8,10,1.0,4,0.5,0.8,-15,1.0

# Shown as a hit in Calpain2 inh, among the entries above:
Molecule,EP2 modulator,Calpain2 inh,S1P4 agonist,PERK inhibitor,S1P4 antagonist,TRPML3 ag
CCOc1cc(/C=N/NC(=O)c2ccncc2)ccc1OS(C)(=O)=O,-5,106*,-0.9,-0.1,2,0.6

# Assay outcomes: PubChem, several laboratories
